Assay outcomes (PubChem BioAssay)
Keap1 Nrf2 FP: Keap1-Nrf2 protein-protein interaction inhibitors, primary screen, biochemical, fluorescence polarization, single point; Keap1 Kelch-Nrf2 peptide fluorescence polarization, 1536-well; inhibition, % at 9.4 µM; 0.15% of 340,000 active; AID 504523, 2011; in the data active = inhibition above about 12%;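 also: human Keap1 Kelch domain with fluorescein labeled Nrf2 9mer peptide probe; 0% = neutral control wells and 100% = peptide positive control; higher means more block of Keap1 binding to Nrf2 peptide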
Target sequence (Q14145 whole entry, looked up, the tested form may be a part): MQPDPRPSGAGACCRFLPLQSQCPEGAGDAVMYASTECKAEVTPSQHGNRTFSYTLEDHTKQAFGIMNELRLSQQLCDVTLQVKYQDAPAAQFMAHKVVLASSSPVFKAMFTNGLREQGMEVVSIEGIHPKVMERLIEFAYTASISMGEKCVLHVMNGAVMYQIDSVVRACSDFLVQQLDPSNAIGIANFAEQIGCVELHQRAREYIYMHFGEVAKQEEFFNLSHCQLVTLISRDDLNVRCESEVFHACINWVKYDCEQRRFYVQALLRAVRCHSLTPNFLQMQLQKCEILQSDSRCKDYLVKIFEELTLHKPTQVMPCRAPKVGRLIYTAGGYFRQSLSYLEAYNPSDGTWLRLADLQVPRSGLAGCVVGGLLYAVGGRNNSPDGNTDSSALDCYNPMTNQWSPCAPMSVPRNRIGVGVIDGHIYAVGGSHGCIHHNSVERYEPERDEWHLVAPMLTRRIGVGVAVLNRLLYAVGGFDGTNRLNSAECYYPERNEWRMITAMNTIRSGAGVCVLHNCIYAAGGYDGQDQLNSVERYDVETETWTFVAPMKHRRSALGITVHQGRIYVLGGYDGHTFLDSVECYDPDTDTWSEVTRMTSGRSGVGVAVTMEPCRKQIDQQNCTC
HTR5A ag ctr: HTR5A agonists in luminescence cell assay, primary screen, counter-screen for OPRM1-OPRD1 heterodimer agonist project, full-deck HTS; 5-hydroxytryptamine receptor 5A (Homo sapiens), P47898; cell-based; activation, % at 9.3 µM; 0.61% of 340,000 active; AID 504692, 2011; in the data active = activation mostly above about 9.5%, no sharp cut-off; inactive = mostly below about 7.6%;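 also: 0% = cells with vehicle only and 100% = reference agonist; strong numbers were not always called active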
Target sequence (P47898 whole entry, looked up): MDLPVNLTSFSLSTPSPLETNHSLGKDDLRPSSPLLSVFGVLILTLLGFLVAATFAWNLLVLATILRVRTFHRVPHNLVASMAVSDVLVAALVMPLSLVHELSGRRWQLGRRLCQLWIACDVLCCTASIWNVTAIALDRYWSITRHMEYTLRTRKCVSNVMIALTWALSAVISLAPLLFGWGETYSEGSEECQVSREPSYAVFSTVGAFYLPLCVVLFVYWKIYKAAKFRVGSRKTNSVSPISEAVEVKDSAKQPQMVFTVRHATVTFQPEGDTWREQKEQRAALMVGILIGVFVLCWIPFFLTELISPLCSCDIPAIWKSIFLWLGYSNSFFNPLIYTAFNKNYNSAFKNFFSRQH
C-LANA FP: inhibitors of KSHV C-LANA binding to DNA, primary screen, biochemical, fluorescence polarization, FAM-LBS DNA, MBP-C-LANA, single point. inhibition, % at 9 µM. 0.078% of 340,000 active. AID 504423, 2011;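 active = highest replicate inhibition at or above 60% at 9 µM, even if other replicates fall short; inactive = all replicates below 60% inhibition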;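 also: 0% = neutral control wells and 100% = 4 µM acridine orange control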
RTF Ca sens act: cardiac RTF calcium sensitivity activators, primary screen, biochemical, IANBD-TnC fluorescence, EC20 calcium | Troponin I, cardiac muscle (Homo sapiens) + Troponin T, cardiac muscle (Homo sapiens) + … | IANBD-labeled TnC RTF fluorescence at EC20 calcium; 0% EC20 calcium, 100% full calcium | 0.24% of 340,000 active | activation, % at 7.2 µM;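 active = activation above the mean over all tested compounds plus 3 SD, cut at about 30% in these data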;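 also: rise in fluorescence read as greater calcium sensitivity of cardiac thin filaments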
CAL PDZ FP: untagged CAL PDZ binding inhibitors, primary screen, biochemical, fluorescence polarization, HTS; Golgi-associated PDZ and coiled-coil motif-containing protein (Homo sapiens), Q9HD26; 0.92% of 300,000 active; inhibition, % at 24.9 µM; purified CAL PDZ, TMR-peptide fluorescence polarization, 1 h;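 active = mean inhibition of at least 30% with at least half of replicates also reaching 30%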;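 also: 0% = DMSO neutral control and 100% = excess unlabeled competitor peptide PRC23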
MOR-DOR inv ag: inverse agonists of MOR-DOR heterodimerization, primary screen, cell-based, luminescence; Mu-type opioid receptor (Homo sapiens) + Delta-type opioid receptor (Homo sapiens), …; cell-based MOR-DOR heterodimer luminescence, inverse agonism; inhibition, % at 9.3 µM; 0.21% of 340,000 active; in the data active = inhibition above about 22%, passing the limit was not always enough;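 also: 0% = cells with DMSO and 100% = wells without cells with DMSO; values of inactives mirror those of a sister screen read the other way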
HTR5A inv ag: HTR5A inverse agonists in luminescence cell assay, primary screen, counter-screen for OPRM1-OPRD1 heterodimer inverse agonist project, full-deck HTS. 5-hydroxytryptamine receptor 5A (Homo sapiens), P47898. inhibition, % at 9.3 µM. HTR5A cell line, inverse agonism. 0.083% of 340,000 active; in the data active = inhibition mostly above about 23%, no sharp cut-off; inactive = mostly below about 18%;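 also: 0% = cells with DMSO and 100% = no-cell wells with DMSO; some compounds called inactive have numbers as strong as hits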
Cardiac RTF inh: cardiac RTF calcium sensitivity inhibitors, primary screen, biochemical, IANBD-TnC fluorescence, EC70 calcium; Troponin I, cardiac muscle (Homo sapiens) + Troponin T, cardiac muscle (Homo sapiens) + …; IANBD-labeled cardiac RTF, Ca2+ fluorescence; inhibition, % at 7.15 µM; 0.12% of 340,000 active; AID 493244, 2011;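 active = inhibition above the mean inhibition of all tested compounds plus 3 SD, cut at about 17% in these data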;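 also: assay run at fixed EC70 calcium of 1.6 mM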
MOR-DOR ag: agonists of OPRM1-OPRD1 heterodimerization, primary screen, cell-based, luminescence; cells; AID 504326, 2011; 0.3% of 340,000 active; activation, % at 9.3 µM; Mu-type opioid receptor (Homo sapiens) + Delta-type opioid receptor (Homo sapiens), …; in the data active = activation above about 18%;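 also: 0% = vehicle-treated cells and 100% = reference agonist; values of inactives mirror those of a sister screen read the other way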
V-ATPase pH: regulators of yeast V-ATPase proton pumping, primary screen, pHLuorin cytosolic pH fluorescence; S. cerevisiae; response, % at 10 µM; 0.37% of 350,000 active; in the data active = response mostly above about 7.3%, no sharp cut-off; inactive = mostly below about 5.4%; also: actives read high; inactives centre near 0; some compounds called inactive have numbers as strong as hits; reference of the scale not given here
* marks the source's active call; other numbers are inactive results; · = not tested or not shown.

The first 2 entries, to show the layout:
SMILES	Keap1 Nrf2 FP	HTR5A ag ctr	C-LANA FP	RTF Ca sens act	CAL PDZ FP	MOR-DOR inv ag	HTR5A inv ag	Cardiac RTF inh	MOR-DOR ag	V-ATPase pH
CCCCCCCCC(=O)N/N=C/c1cccc(Br)c1	4	3	-1.2	4	8	-6	-18	3	1.1	-6
Cc1cccc(C(=O)NN2C(=O)C3C(c4ccccc4)C=CC(c4ccccc4)C3C2=O)c1 (stereo unspecified)	-5	-6	0.4	8	-1	-15	-9	3	2.6	5

The listing, from the first entry:
SMILES	Keap1 Nrf2 FP	HTR5A ag ctr	C-LANA FP	RTF Ca sens act	CAL PDZ FP	MOR-DOR inv ag	HTR5A inv ag	Cardiac RTF inh	MOR-DOR ag	V-ATPase pH
CCCCCCCCC(=O)N/N=C/c1cccc(Br)c1	4	3	-1.2	4	8	-6	-18	3	1.1	-6
Cc1cccc(C(=O)NN2C(=O)C3C(c4ccccc4)C=CC(c4ccccc4)C3C2=O)c1 (stereo unspecified)	-5	-6	0.4	8	-1	-15	-9	3	2.6	5
Cc1ccc(C)c(N(C(=O)c2nsc(Cl)c2Cl)C(C(=O)NC2CCCC2)c2ccc(O)cc2)c1 (stereo unspecified)	4	-6	15	-5	2	-3	1	-8	0.5	-3
COc1ccc(C(=O)NC2CCCCCC2)cc1S(=O)(=O)N1CCCc2ccccc21	-5	0	1.8	11	-2	-7	-12	-3	1.2	4
COc1ccc(CN2CCN(Cc3cccc(F)c3)CC2)cc1OC	0	0	0.6	-2	-3	18	-1	2	-4.0	2
O=C(c1ccc(F)cc1)N1CCCC(C(=O)N2CCc3ccccc3C2)C1 (stereo unspecified)	2	4	5.1	6	0	16	-2	-10	-3.3	2
COCCCNC(=S)NNC(=O)c1csc2ccccc12	0	1	-0.4	0	-4	8	24	-20	-1.3	0
CS(=O)(=O)Oc1ccc2c(c1)O/C(=C\c1cccc([N+](=O)[O-])c1)C2=O	-3	2	-2.4	-3	-4	13	-7	-4	-2.5	0
Cc1ccc2c(c1)N(C(=O)CCC(=O)N1CCN(c3ccccn3)CC1)CC(C)O2 (stereo unspecified)	-6	-1	1.4	-7	·	0	-30	2	0.0	-3
COc1ccccc1CNC(=O)CCCc1nnc2n(C)c(=O)c3sccc3n12	-4	-3	0.0	-3	-3	13	11	3	-2.5	-3
COc1ccccc1CNS(=O)(=O)c1ccc(S(=O)(=O)NC2CC2)cc1	2	8	0.3	-2	-3	-1	-25	-17	0.2	1
COc1ccccc1NC(=O)CSc1nnc(Cc2cccn2C)n1CCc1ccccc1	-14	-1	-3.6	-2	0	-5	-29	-1	0.9	-5
Cn1ccnc1C(O)c1cccc(OCc2ccccc2)c1 (stereo unspecified)	-7	4	-3.7	3	·	5	-14	-7	-1.0	-1
CC(=O)CSc1nnc2cc(C)c3ccccc3n12	5	-5	-1.3	-2	2	7	13	-6	-1.3	-2
Cc1ccc(NC(=O)Cc2nnc(SCC(=O)Nc3ccc(N4CCOCC4)cc3)n2C)cc1	-1	1	0.2	-10	-3	8	-25	-11	-1.4	-2
CC(C)NC(=O)CCCOc1ccc(Cl)cc1Cl	-3	-6	0.4	2	-1	10	-12	2	-1.8	4
O=C(Nc1ccccc1)C(O)C(O)C(=O)Nc1ccccc1 (stereo unspecified)	0	-2	0.7	-2	-7	4	8	0	-0.8	0
Cc1ccc(S(=O)(=O)N2CCCCC2)cc1NC(=O)c1cc(F)c(F)c(F)c1F	-2	1	2.8	1	4	-22	-2	-4	4.4	-2
CCN1CCN(C(c2cccs2)C(C)NC(=O)c2c(F)cccc2F)CC1 (stereo unspecified)	-5	0	-1.2	-6	-2	2	-1	4	-0.3	0
Cc1cc(C)n2ncc(C(=O)NCCc3ccccc3)c2n1	-6	0	0.7	1	-5	1	0	-12	-0.1	3
CC1CC1C(=O)Nc1nc(-c2ccccc2)cs1 (stereo unspecified)	-4	4	-0.3	14	-4	7	-17	-10	-1.2	2
CN1CCN(Cc2nc3c(c(=O)[nH]c(=O)n3C)n2CCc2ccccc2)CC1	1	5	0.4	6	·	10	-13	-7	-1.7	0
COc1ccccc1CNC(=O)C(NC(=O)c1ccccc1)C(C)C (stereo unspecified)	-6	3	-0.1	4	·	-2	4	-12	0.4	2
O=C(NCc1ccccc1)c1cc2ccccc2o1	-6	3	1.0	8	-4	-15	-15	-3	2.6	4
c1ccc(-n2nnc(-c3cccnc3)n2)cc1	4	7	-0.3	5	-2	0	-1	2	-0.1	-1
CCOC(=O)C1(CCCc2ccccc2)CCN(C(=O)c2cnn(CC)c2)CC1	2	3	-0.5	0	·	10	-10	-3	-1.9	-1
O=C(COC(=O)CSc1ccc([N+](=O)[O-])cc1)NCc1ccco1	-1	-6	0.2	-3	-2	7	15	1	-1.1	-1
CC(C)COc1ccc(C(=O)OCCN2CCOCC2)c(O)c1	0	-3	-0.2	-6	·	5	-2	0	-1.2	-3
CCCCSCCCNC(=O)c1cn(CC)c2ccc(S(=O)(=O)N3CCOCC3)cc2c1=O	-4	2	-0.1	5	-2	10	-6	-1	-2.0	-2
Cc1ccc(-c2nnc(CSc3nnc(COc4ccccc4)n3-c3ccccc3)o2)cc1	1	1	1.5	2	-1	10	-14	-8	-1.9	4
Cc1ccc(C2=N/C(=C\c3c(C)nn(-c4ccccc4)c3N3CCCC3)C(=O)O2)cc1	-6	0	2.0	3	-2	1	0	-22	-0.1	71*
O=Cc1ccc(Oc2nc(Cl)ncc2F)cc1	2	0	3.0	-2	0	11	-1	3	-2.3	3
Cc1ccc(/C(N)=N/OC(=O)COc2ccc(Cl)c(C)c2)cc1	0	2	0.9	-2	4	-3	6	5	0.5	2
O=C(Nc1ccc(N2CCOCC2)nc1)c1ccc(C(F)(F)F)cc1	-3	5	0.5	0	2	-4	29	-20	0.7	-2
COCCN(CC(=O)Nc1cccc(C)c1C)C(=O)C1(c2ccc(Cl)cc2)CCC1	-5	6	1.8	-2	0	-21	-16	-2	5.1	-3
N/C(=N\OC(=O)/C=C/c1ccccc1Cl)c1ccccn1	-6	0	0.4	5	0	-3	4	-1	0.6	-3
CC(CC(=O)O)CC(=O)Nc1cc([N+](=O)[O-])ccc1O (stereo unspecified)	-2	-3	0.2	8	-1	8	9	-3	-1.4	1
Cn1c(=O)c2c(nc(CN3CCOCC3)n2Cc2ccccc2)n(C)c1=O	4	-3	0.9	0	0	11	-18	7	-2.1	-2
O=C(CSc1nnc(-c2cccnc2)n1Cc1ccco1)c1ccc(Cl)c(Cl)c1	2	1	1.0	-2	-4	4	16	-10	-0.7	6
CCn1c(CNc2ccc(F)cc2)nnc1SCC(=O)Nc1ccc(OC)cc1OC	3	3	0.4	2	-2	1	-7	-2	-0.2	-3
Cc1ccc(S(=O)(=O)c2cn(CC(=O)Nc3ccccc3)c3ccc(F)cc3c2=O)cc1	-1	7	-0.1	8	·	-6	-20	-9	1.2	-2
Cc1ccc(C(=O)CSc2nc(C)cc(SCc3nnc(-c4ccccc4)o3)n2)cc1	-2	-3	-0.4	-6	-2	10	-14	2	-1.6	6
COc1ccc(N(C)S(=O)(=O)c2cccc(C(=O)NCC3CCCO3)c2)cc1 (stereo unspecified)	-2	-3	-0.3	-5	4	2	10	-8	-0.3	1
COc1ccc(NC(=O)CCNC(=O)c2ccco2)cc1OC	-5	0	1.8	1	7	4	1	-16	-0.6	0
O=C(CNC(=O)c1ccccc1)NCC1COc2ccccc2O1 (stereo unspecified)	-2	-7	-1.4	5	-2	-13	18	5	2.3	9
CCCCOc1ccc(N2C(N)=NC(N)=NC23CCCCC3)cc1	5	-3	-1.1	-4	-4	4	9	1	-0.9	2
COC(=O)CN1C(=O)N/C(=C/c2ccc(C)o2)C1=O	-1	1	2.6	0	-6	11	44	-13	-2.3	0
NC(=O)CCn1cnc2ccccc21	-1	-10	0.7	5	-6	17	11	9	-3.2	-3

Single values from above:
Entry of CCCCOc1ccc(N2C(N)=NC(N)=NC23CCCCC3)cc1 under MOR-DOR ag: -0.9
Entry of Cn1c(=O)c2c(nc(CN3CCOCC3)n2Cc2ccccc2)n(C)c1=O under C-LANA FP: 0.9
Entry of Cc1ccc(C(=O)CSc2nc(C)cc(SCc3nnc(-c4ccccc4)o3)n2)cc1 under MOR-DOR inv ag: 10
Entry of COC(=O)CN1C(=O)N/C(=C/c2ccc(C)o2)C1=O under HTR5A inv ag: 44
Entry of CCn1c(CNc2ccc(F)cc2)nnc1SCC(=O)Nc1ccc(OC)cc1OC under C-LANA FP: 0.4

Single records, as listed above. Order of values: Keap1 Nrf2 FP	HTR5A ag ctr	C-LANA FP	RTF Ca sens act	CAL PDZ FP	MOR-DOR inv ag	HTR5A inv ag	Cardiac RTF inh	MOR-DOR ag	V-ATPase pH
Profile of Cc1ccc(S(=O)(=O)c2cn(CC(=O)Nc3ccccc3)c3ccc(F)cc3c2=O)cc1 = -1	7	-0.1	8	·	-6	-20	-9	1.2	-2
Profile of COc1ccc(N(C)S(=O)(=O)c2cccc(C(=O)NCC3CCCO3)c2)cc1 (stereo unspecified) = -2	-3	-0.3	-5	4	2	10	-8	-0.3	1
Profile of O=C(CSc1nnc(-c2cccnc2)n1Cc1ccco1)c1ccc(Cl)c(Cl)c1 = 2	1	1.0	-2	-4	4	16	-10	-0.7	6
Profile of Cc1ccc(C(=O)CSc2nc(C)cc(SCc3nnc(-c4ccccc4)o3)n2)cc1 = -2	-3	-0.4	-6	-2	10	-14	2	-1.6	6

(listing goes on)
SMILES	Keap1 Nrf2 FP	HTR5A ag ctr	C-LANA FP	RTF Ca sens act	CAL PDZ FP	MOR-DOR inv ag	HTR5A inv ag	Cardiac RTF inh	MOR-DOR ag	V-ATPase pH
CCc1ccc(-c2nc(CSCC(=O)N3CCN(c4ncccn4)CC3)c(C)o2)cc1	-5	-2	2.8	9	·	-4	5	-11	0.8	3
CN(CC(=O)Nc1ccc(N2CCOCC2)cc1)CC(=O)Nc1ccc([N+](=O)[O-])cc1Br	2	0	0.6	-6	-2	-4	0	-17	0.7	2
COc1ccc(NC(=O)c2[nH]ncc2[N+](=O)[O-])cc1	4	-1	-0.7	-2	2	16	4	-2	-3.0	3
COc1cc(/C=C2/C(=N)N3C=CSC3=NC2=O)ccc1OCCCOc1ccccc1C	0	-2	2.0	-2	-4	-8	-9	-12	1.7	0
Cc1ccc(CSCC(=O)N(C)CC(=O)Nc2c(Cl)cccc2Cl)cc1	-5	-3	-1.5	-3	-2	0	7	-8	0.0	2
CCc1cccc(C)c1NC(=O)CSc1nnc(-c2ccco2)n1N	-4	3	1.1	10	-9	6	-8	-9	-1.1	7
